Source: PubChem BioAssay
TNAP inh hi DEA – human TNAP enzyme inhibitors, primary screen, biochemical, luminescent, high phosphate acceptor level, uHTS. inhibition, % at 20 µM. hit rate 0.03% among 200,000. Alkaline phosphatase, tissue-nonspecific isozyme (Homo sapiens), P05186. purified TNAP, CDP-star luminescence, 1 M DEA;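 active = over 50% inhibition of tissue-nonspecific alkaline phosphatase at 20 µM in the single-dose screen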;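 also: plate controls were DMSO wells for no effect and EDTA-quenched wells as full inhibition for full effect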
Target sequence (P05186 whole entry, looked up): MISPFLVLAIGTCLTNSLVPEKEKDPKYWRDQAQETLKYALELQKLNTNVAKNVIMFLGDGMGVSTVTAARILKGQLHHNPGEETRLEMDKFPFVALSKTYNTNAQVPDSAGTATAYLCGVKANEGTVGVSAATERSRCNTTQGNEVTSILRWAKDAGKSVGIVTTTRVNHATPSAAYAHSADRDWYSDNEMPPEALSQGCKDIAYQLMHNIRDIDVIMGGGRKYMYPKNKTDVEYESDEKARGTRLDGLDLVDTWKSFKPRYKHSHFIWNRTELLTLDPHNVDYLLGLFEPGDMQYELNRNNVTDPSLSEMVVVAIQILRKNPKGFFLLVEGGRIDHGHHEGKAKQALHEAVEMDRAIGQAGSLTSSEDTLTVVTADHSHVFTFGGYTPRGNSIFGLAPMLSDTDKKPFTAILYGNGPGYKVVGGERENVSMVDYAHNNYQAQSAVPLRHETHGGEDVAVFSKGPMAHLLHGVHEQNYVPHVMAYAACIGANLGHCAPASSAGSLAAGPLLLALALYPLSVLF
RAM network inh – inhibitors of the yeast RAM network, primary screen, dse1pr::URA3 reporter, 5-FOA selection; S. cerevisiae dse1pr::URA3 reporter, 5-FOA growth OD615, 2 d; analog-sensitive cbk1-as2 kinase mutant strain; hit rate 1.8% among 190,000; inhibition, % at 50 µM; AID 868, 2007;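 active = inhibition above a set limit, 3 SD over mean compound inhibition, cut at about 8.4% in these data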;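 also: 0% = DMSO-only wells with no growth and 100% = 10 µM 1-NA-PP1 full growth; inhibition rescues growth on 5-FOA so higher OD means more RAM inhibition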
TNAP act hi DEA – TNAP activators at high phosphate acceptor level, primary screen, biochemical, luminescence, uHTS | Alkaline phosphatase, tissue-nonspecific isozyme (Homo sapiens), P05186 | purified TNAP, CDP-star luminescence, 1 M DEA, 30 min; stronger effect = higher value; 0 = EDTA background, 1 = DMSO-only activity | activation factor at 20 µM | 200,000 tested, under 10 active | AID 1136, 2008;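 active = activation factor at least 2 at 20 µM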
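Measured by: Luminescent substrate turnover signal | Test system: Human TNAP | Input: TNAP 1/800 final | Dosing: 20 µM single point | Schedule: 30 min, room temperature | Controls: EDTA wells as negative control, DMSO wells as positive control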
bIAP activator – bovine intestinal alkaline phosphatase activators, primary screen, biochemical, bovine IAP, CDP-star luminescence. purified bovine IAP, 30 min; stronger effect = higher value; fold of DMSO-control signal, blank-subtracted. alkaline phosphatase, intestinal [Bos taurus]. hit rate 0.17% among 200,000. activation factor at 20 µM;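 active = activation factor of 2 or more at 20 µM, a signal rise over negative controls twice the positive control's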
Lmaj promast – Leishmania major promastigote growth inhibition, primary screen; Leishmania major promastigotes, resazurin fluorescence viability; inhibition, % at 10 µM; hit rate 9% among 200,000; AID 1063, 2008; in the data active = inhibition above about 50%;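 also: promastigotes grown with compound for 44 hours at 28 °C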
FLuc act counter – FLuc activators, initial screening, artefact control for FLuc-dependent activation tests, biochemical, ATPlite luminescence; Luciferin 4-monooxygenase (Photinus pyralis), P08659; ATPlite luciferase biochemical, 10 min; 0 = ATP-free wells, 1 = DMSO control; activation factor at 10 µM; 200,000 tested, under 10 active;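 active = luciferase activation factor, scaled between plate controls, of at least 2 with compound at 10 µM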
Target sequence (P08659 whole entry, looked up): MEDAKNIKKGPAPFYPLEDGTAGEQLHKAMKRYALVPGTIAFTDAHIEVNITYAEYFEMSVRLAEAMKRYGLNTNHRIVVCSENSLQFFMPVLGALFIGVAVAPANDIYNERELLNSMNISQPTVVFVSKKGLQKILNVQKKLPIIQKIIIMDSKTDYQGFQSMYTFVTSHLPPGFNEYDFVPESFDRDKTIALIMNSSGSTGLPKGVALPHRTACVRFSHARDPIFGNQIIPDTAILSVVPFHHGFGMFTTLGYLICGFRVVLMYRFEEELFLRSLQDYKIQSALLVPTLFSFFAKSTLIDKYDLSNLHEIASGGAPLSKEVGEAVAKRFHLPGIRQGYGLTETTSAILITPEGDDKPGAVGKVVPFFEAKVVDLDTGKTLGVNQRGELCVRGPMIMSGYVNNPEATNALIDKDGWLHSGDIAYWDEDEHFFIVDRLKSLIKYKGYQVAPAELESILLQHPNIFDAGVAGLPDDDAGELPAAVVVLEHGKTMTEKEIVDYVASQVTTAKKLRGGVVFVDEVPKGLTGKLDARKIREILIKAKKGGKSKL
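Material: luciferase plus luciferin reagent, cell-free. Medium: PBS buffer for ATP. Also added: ATP substrate, dispensed from a 10.24 µM working solution in PBS. Doses: test compounds dosed from 2 mM stocks in 100% DMSO. Incubation: 10 min post-reagent at room temperature. Technique: light output (luminescence). Read-out basis: luminescence gain marking luciferase activators.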
APP transl inh – inhibitors of APP translation via 5'UTR reporter, primary screen, APP 5'UTR luciferase, SH-SY5Y cells; SH-SY5Y APP 5'UTR-luciferase reporter, luminescence; inhibition, % at 2 µM; hit rate 0.82% among 190,000;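 active = inhibition above a set limit, derived from the sample mean plus 3 SD, cut at about 45% in these data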; also: values of inactives mirror those of a sister screen read the other way
FLuc inhib CS – firefly luciferase enzyme inhibitors, primary screen, artefact control for luciferase-based inhibitor screens, biochemical, luminescence, ATPLite. inhibition, % at 10 µM. hit rate 1.5% among 200,000. Luciferin 4-monooxygenase (Photinus pyralis), P08659. 10 min. AID 1006, 2008;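 active = inhibition above about 50% when tested at 10 µM, limit read from the data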
TNAP inh noacc – human TNAP enzyme inhibitors, primary screen, biochemical, luminescent, no phosphate acceptor, uHTS; Alkaline phosphatase, tissue-nonspecific isozyme (Homo sapiens), P05186; purified TNAP, CDP-star luminescence, 30 min; inhibition, % at 20 µM; hit rate 0.26% among 200,000; AID 1012, 2008;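 active = tissue-nonspecific alkaline phosphatase inhibition above about 50% at 20 µM in the single-dose screen, limit read from the data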;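 also: 0% = DMSO negative control and 100% = EDTA positive control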
bIAP inh – bovine intestinal alkaline phosphatase inhibitors, primary screen, selectivity assay for TNAP inhibitor project, biochemical, bovine IAP, CDP-star luminescence; purified bovine IAP, 30 min; alkaline phosphatase, intestinal [Bos taurus]; AID 1019, 2008; 190,000 tested, under 10 active; inhibition, % at 20 µM;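 active = over 50% inhibition of intestinal alkaline phosphatase at 20 µM in the single-dose screen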
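Assay system: bovine IAP enzyme; medium: DEA buffer 100 mM, pH 9.8, with MgCl2 1.0 mM, ZnCl2 0.02 mM; doses: 20 µM single dose; incubation: enzyme reaction for 30 min at room temperature; detection: CDP-star luminescence signal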
* marks the source's active call; other numbers are inactive results.

SMILES	TNAP inh hi DEA	RAM network inh	TNAP act hi DEA	bIAP activator	Lmaj promast	FLuc act counter	APP transl inh	FLuc inhib CS	TNAP inh noacc	bIAP inh
O=C(NCCNc1ccc([N+](=O)[O-])cc1)c1ccco1	1	0.9	1	0.8	11	1	7	0	0	16
CN(Cc1ccc2nonc2c1)Cc1nc(CC2CC2)no1	-6	-0.2	1.1	1	-2	1	-1	-4	-6	1
CCC(NC(=O)NCc1cccnc1)(C(F)(F)F)C(F)(F)F	0	0.1	1	1	-2	1.2	16	-16	1	5
CCCNC(=O)c1cc(-c2ccco2)on1	-6	2.7	1.1	1.1	-6	0.8	-50	16	-7	-10
Cc1ccc(C)c(N(CC(N)=O)S(C)(=O)=O)c1	0	1.5	1	0.8	-9	1.1	-10	-7	-8	19
COc1ccc(C(=O)Nc2ccc(S(=O)(=O)N3CCCCC3)cc2)cc1OC	-4	0.1	1	0.9	67*	1	-3	-4	-14	8
CN(CC(=O)Nc1ccc(F)cc1)C(=O)COc1ccc(C(=O)c2ccccc2)cc1	-1	1.5	1	0.6	4	1	-9	-4	-6	37
COc1cccc(-c2nn(C)c3sc(C(=O)N4CCN(c5ccccc5)CC4)cc23)c1	-2	8.9*	1	1.1	20	1	2	5	-2	-6
CCN(CC)C(=O)CN(c1cccc(Br)c1)S(C)(=O)=O	-4	1.4	1	1	-2	1	24	-2	-2	0
Cc1coc2c(O)cc3c(c12)OC1(N2CCCCC2)C(=O)NCCCC31 (stereo not given)	2	0.3	1	1	13	1	14	-1	-4	-3
CCc1ccc2nc(-c3cccc(C)c3)nc(SCC(=O)NCC3CCCO3)c2c1 (stereo not given)	-3	3.8	1	1	-1	1	-1	-4	1	5
CCOC(=O)C1CCN(C(=O)C(C)N(c2ccc(Oc3ccccc3)cc2)S(C)(=O)=O)CC1 (stereo not given)	0	0.9	1	1.1	31	1	-16	-2	-3	-8
COc1ccc(NC(=O)CS(=O)CC(=O)NC2CCCc3ccccc32)cc1 (stereo not given)	-4	1.8	1	1	-2	1.1	0	-6	-8	0
Cc1cc(C(F)F)nn1CC(=O)NCc1ccc(Cl)cc1Cl	5	0.8	0.9	1	-6	0.9	-16	12	0	3
O=C(c1ccco1)N1CCN(c2ncnc3c2[nH]c2ccc(Br)cc23)CC1	-1	5.9	1	0.8	9	1.1	-4	-6	-10	18
CCOC(=O)c1cc2c(ccn2C)n1Cc1ccc(Cl)cc1	-3	1.4	1	1	1	1	24	2	-13	-4
Cc1nnsc1C(=O)Nc1cccc(Cl)c1	-1	0.1	1	1.1	-4	1.1	-3	-7	-9	-9
Cc1cccc(-n2nnnc2SC(C)C(=O)NCCC2=CCCCC2)c1 (stereo not given)	-6	0.9	1.1	1.1	3	1	12	-3	-11	-14
Cc1ccc(-c2cc(C(=O)NCc3cn(C)nc3C)c3cc(Br)ccc3n2)cc1	3	-0.7	1	0.9	4	0.9	-13	11	1	12
Cc1nc(N2CCN(S(=O)(=O)c3ccccc3C#N)CC2)c2c(-c3cccs3)csc2n1	0	2.8	1	1	21	1	0	-3	-4	4

A second format for some results above:
Every second line gives: TNAP inh hi DEA	RAM network inh	TNAP act hi DEA	bIAP activator	Lmaj promast	FLuc act counter	APP transl inh	FLuc inhib CS	TNAP inh noacc	bIAP inh
- COc1ccc(C(=O)Nc2ccc(S(=O)(=O)N3CCCCC3)cc2)cc1OC
    -4	0.1	1	0.9	67*	1	-3	-4	-14	8
- CN(CC(=O)Nc1ccc(F)cc1)C(=O)COc1ccc(C(=O)c2ccccc2)cc1
    -1	1.5	1	0.6	4	1	-9	-4	-6	37
- COc1cccc(-c2nn(C)c3sc(C(=O)N4CCN(c5ccccc5)CC4)cc23)c1
    -2	8.9*	1	1.1	20	1	2	5	-2	-6
- CCN(CC)C(=O)CN(c1cccc(Br)c1)S(C)(=O)=O
    -4	1.4	1	1	-2	1	24	-2	-2	0
- Cc1coc2c(O)cc3c(c12)OC1(N2CCCCC2)C(=O)NCCCC31 (stereo not given)
    2	0.3	1	1	13	1	14	-1	-4	-3

Remaining list, next part
SMILES	TNAP inh hi DEA	RAM network inh	TNAP act hi DEA	bIAP activator	Lmaj promast	FLuc act counter	APP transl inh	FLuc inhib CS	TNAP inh noacc	bIAP inh
OCCC1CN(Cc2cn[nH]c2C2CCCCC2)CCN1C1CCCCC1 (stereo not given)	0	1.8	1	1	-1	1	-9	-4	5	-5
COc1ccccc1C1/C(=C(/O)c2ccccc2)C(=O)C(=O)N1CC(C)O (stereo not given)	-6	3.8	1.1	1	0	1.1	8	-6	-13	4
O=S(=O)(c1ccccc1)N1CCC(=NO)CC1	-4	-0.1	1	1	-8	1	-4	-4	-4	5
COCCNC(=O)c1ccccc1NC(=O)CSc1ccc(C)cc1	-2	3.3	1	0.9	-2	1	-8	-3	-9	7
O=S(=O)(c1cnc(Cl)c(Cl)c1)N1CCCc2ccccc21	-6	4.3	1.1	0.9	29	1	-12	-4	-4	10
Cn1c(=O)cc(SCC(=O)NCc2cccnc2)c2ccccc21	-3	0.1	1	1	3	1.1	7	-6	-12	5
CCOC(=O)CNC(=O)CSc1nnc(-c2cccc(OC)c2)n1CC	-7	0.9	1.1	1	-3	1.1	-13	-8	-8	-2
Cn1cnnc1SCc1ccc(F)c2ccccc12	-5	-0.1	1.1	0.9	0	1.1	-10	-7	-9	6
CCOc1ccc2nc(/N=C/c3nc(-c4ccccc4)oc3O)sc2c1	28	4.1	0.7	0.9	54*	1	-22	0	-16	9
COc1ccc(/C=N/NC(=O)CN(C2=NS(=O)(=O)c3ccccc32)c2ccccc2)cc1	1	3.1	1	0.9	56*	1	-10	0	0	9
FC(F)(F)c1ccc2c(c1)[nH]c(=S)n2C1CC1	1	0.5	1	0.8	-4	1	2	-5	-26	19
Cc1ccsc1C(C(=O)NC1CCCCC1)N(C(=O)Cc1cccs1)C1CC1 (stereo not given)	0	5.0	1	1	24	1	2	-2	-7	0
Oc1cc(NCc2cccnc2)ccc1-c1nc2ccccc2o1	-4	0.8	1	1.1	99*	1	-155	0	1	-13
COc1ccc(OC)c(-c2nnc(SCC(=O)NC3CCCCC3)o2)c1	-3	2.9	1	0.9	-1	1	-14	-3	-10	10
Cc1csc(NC(=O)CSc2nnc(Cc3cccn3C)n2-c2ccc(F)cc2)n1	0	0.9	1	1	4	1	18	-1	0	2
CC(=O)c1sc(Nc2nc3cc4c(cc3s2)OCO4)nc1C	3	0.6	1	1.4	40	0.8	-90	18	-147	-38
O=C(CCCCCn1c(=O)[nH]c2ccsc2c1=O)NCc1ccc2c(c1)OCO2	-3	6.5	1	0.9	-8	1.1	-4	-12	2	6
COc1cc(S(=O)(=O)N2CCN=C2c2ccccc2)ccc1F	-2	1.5	1	0.9	0	1	-9	-3	-8	6
CCCC(=O)Nc1cccc2c1CCCC2	-7	0.7	1.1	1	-3	1	3	-3	-10	2
CCCCC(C(=O)NC1CCCC1)N(Cc1ccco1)C(=O)Cn1nnc(-c2ccc(F)cc2)n1 (stereo not given)	-8	1.2	1.1	1.2	6	1	-15	-2	0	-20
COc1cc2[nH]c(=S)n(Cc3ccco3)c(=O)c2cc1OC	-3	3.0	1	0.9	0	1.1	-4	-5	-6	14
O=C(O)CN(c1ccccn1)S(=O)(=O)c1ccccc1	2	-0.1	1	0.9	-6	1	-1	4	-10	10
COc1ccc(C(=O)NCc2nnc(SCC(=O)NCc3ccc(F)cc3)o2)cc1	1	2.3	1	0.9	-4	1	-2	-3	-4	12
Cc1ccc(Sc2ncccc2COC(=O)Nc2ccccc2)cc1	-6	9.2*	1.1	0.8	7	1.1	-5	-8	-9	22
COc1cccc(C(=O)Nc2ccc(-n3nncc3C(C)(C)C)cc2)c1	-6	0.1	1.1	0.9	-5	1	-6	-4	-10	5
N#Cc1c(NC(=O)CCCN2C(=O)c3ccccc3C2=O)oc(-c2ccccc2)c1-c1ccccc1	1	8.0	1	0.7	2	1	-2	1	-3	28
O=C(CCCN1C(=O)c2ccccc2C1=O)NCCCn1ccnc1	2	1.1	1	1	-5	1	4	-4	-9	-3
CCN(CC)S(=O)(=O)c1ccc(C)c(NC(=O)CSc2nc3ccccc3[nH]2)c1	0	2.0	1	0.9	27	1	0	-4	-26	6
Cc1ccc(OCC(=O)Nc2cccc(-c3nnc(-c4ccccc4)o3)c2)c(C)c1	1	1.2	1	0.8	-2	0.8	5	17	-18	21
CC1=C(C#N)c2nc(N)c(C#N)c(C)c2/C1=C\c1ccc(C)cc1	0	0.0	1	0.9	100*	1	-3	-4	10	11
CC(C)n1nc(C(=O)NCCc2ccc(S(N)(=O)=O)cc2)c2ccccc2c1=O	-6	1.5	1.1	0.9	8	1.1	7	-8	0	9
COc1cc(/C=N/n2cnnc2)ccc1Oc1nc(Cl)ncc1F	-2	1.1	1	1	0	1.1	-18	-5	-15	1
O=C(N/N=C/c1cccc(C(F)(F)F)c1)c1ccccc1O	-6	0.9	1.1	1	-10	0.5	5	48	-11	3
COc1ccc(C(=O)CC(Nc2ccc([N+](=O)[O-])cc2)c2ccc(Cl)cc2)cc1 (stereo not given)	3	2.4	1	0.6	31	1	-1	-5	-3	39
CCC(=O)Nc1nn(C)c2nc3c(C)cccc3cc12	2	1.6	1	0.9	8	1	20	-3	-9	11
O=C1CCCc2c1cc(C(=O)NCc1ccco1)c(=O)n2-c1ccccc1	-6	1.5	1.1	0.9	43	1	5	-5	-16	9
COc1ccc(-c2cn3cccnc3n2)cc1NC(=O)CC(C)C	-1	0.5	1	1	24	1	-1	-3	1	0
O=C(CN1CCCC1)NCC1(c2ccccc2)CCOCC1	1	0.1	1	1	-1	1.1	-4	-6	-7	1
CCn1cc(C2=NC(C(C)C)CO2)c2ccccc21 (stereo not given)	-3	-0.2	1	1	2	1	-8	-5	-11	3
CC(C)OC(=O)C(NC(=O)c1ccccc1)=C1CCCCC1	3	-0.4	1	1	0	1	-8	1	-1	2
O=c1ccc(Oc2nc(N3CCCCC3)nc(N3CCCCC3)n2)n[nH]1	-6	-0.5	1.1	0.9	-1	1.1	5	-10	-12	7
OCCN1CCN(c2nc(-c3ccccc3)nc3c2oc2ccccc23)CC1	-3	0.4	1	1.1	34	1	10	-3	-5	-10
CCOC(=O)NC(=O)/C(C#N)=N\Nc1ccc(Cl)cc1	-6	2.7	1.1	1	-8	1	-25	-4	-14	1
